NCI-60 one-dose screen, 48 h, at 10 µM unless noted. Numbers give growth in % (100 = growth as untreated, 0 = no growth, -100 = all killed).
SNB-75: SNB-75 CNS cancer. 5% of 79,000 active
SW-620: SW-620 colon cancer | 5.2% of 82,000 active
KM12: KM12 colon cancer cells; 5% of 82,000 active
SNB-19: SNB-19 CNS cancer cells; 2.5% of 81,000 active
DU-145: DU-145 prostate cancer; AID 1794760; 4.2% of 81,000 active
PC-3: PC-3 prostate cancer cells; 3.9% of 80,000 active; AID 1794754
HCC-2998: HCC-2998 colon cancer | AID 1794799 | 4.7% of 79,000 active
HT29: HT29 colon cancer. 7.4% of 81,000 active
SF-539: SF-539 CNS cancer. 6.8% of 81,000 active
The depositor's hits bear a star; nt = not tested or not shown; & = joins results of further samples. The calls were made as follows: active = growth percent below 10; inactive = the rest.

SMILES	SNB-75	SW-620	KM12	SNB-19	DU-145	PC-3	HCC-2998	HT29	SF-539
O=C(c1nnc(Nc2ccc(F)cc2)o1)c1c[nH]c2ccccc12	87	99	57	105	113	98	54	101	113
CN1CCc2c(sc3ncnc(N/N=C/c4cn(-c5ccccc5)nc4-c4ccc(Br)cc4)c23)C1	89	11	45	62	56	21	27	16	16
COc1ccc(-c2nc(Nc3cc(C)[nH]n3)c3ccccc3n2)cc1	-33*	35	18	54	61	57	74	17	15
CC(=O)Oc1[nH]c(=O)c2cccc3c2c1CCC3	95	103	105	99	121	94	99	nt	106
COC1OC2COC(c3ccccc3)OC2C2OC(c3ccccc3)OC12 (centres undefined)	92	98	107	97	100	98	85	95	88
Cc1ccn2c1C(=O)N(c1ccccc1)C2=S	94	107	113	99	104	105	103	111	96
N#CC1(C(N)=O)OC12CCS(=O)(=O)c1ccccc12 (centres undefined)	101	104	108	107	106	97	118	120	108
COc1ccccc1/C=C1\Oc2cc3occc3c(OC)c2C1=O	95	92	96	100	93	95	92	105	90
COc1ccc(Cn2cc(Cn3cc(C=C4C(=O)NC(=S)NC4=O)c4ccccc43)nn2)cc1	80	46	88	84	101	78	104	110	94
O=C(O)c1ccc([N+](=O)[O-])nc1	100	104	99	101	108	104	nt	106	99
C=CC1(C)CC2=CCC3C(C)(C)CCC(O)C3(C)C2CC1O (centres undefined)	89	99	100	100	105	92	100	82	106
Nc1cc(N)nc(SCC(=O)Nc2nc(-c3ccccc3)cs2)n1	88	109	86	90	97	78	100	92	95

Whole records, looked up by structure. Order of screens: SNB-75	SW-620	KM12	SNB-19	DU-145	PC-3	HCC-2998	HT29	SF-539
CN1CCc2c(sc3ncnc(N/N=C/c4cn(-c5ccccc5)nc4-c4ccc(Br)cc4)c23)C1 is listed with 89	11	45	62	56	21	27	16	16
COc1ccccc1/C=C1\Oc2cc3occc3c(OC)c2C1=O is listed with 95	92	96	100	93	95	92	105	90
COc1ccc(-c2nc(Nc3cc(C)[nH]n3)c3ccccc3n2)cc1 is listed with -33*	35	18	54	61	57	74	17	15
O=C(O)c1ccc([N+](=O)[O-])nc1 is listed with 100	104	99	101	108	104	nt	106	99
C=CC1(C)CC2=CCC3C(C)(C)CCC(O)C3(C)C2CC1O (centres undefined) is listed with 89	99	100	100	105	92	100	82	106

(list continues)
SMILES	SNB-75	SW-620	KM12	SNB-19	DU-145	PC-3	HCC-2998	HT29	SF-539
COC(=O)[C@@H]1[C@@H]2CC(Br)[C@@H](C2)[C@@H]1C(=O)OC (some centres undefined)	84	113	108	98	119	99	nt	117	113
Cn1c(=O)c(C#N)c(-c2ccco2)n2c(SCc3ccccc3)nnc12	105	112	101	115	96	115	105	103	100
Cc1cnc2ccccn2c1=O	97	101	101	103	111	88	100	93	98
CCCCN1CCN(c2ccc3nc(-c4ccc5nc(-c6ccc(OCC)cc6)[nH]c5c4)[nH]c3c2)CC1	60	8.6*	49	85	69	57	90	21	68
NC(=S)N=Nc1c(O)cc(O)c2[nH]c(=O)ccc12	108	102	103	96	117	98	111	107	110
NC(Cc1ccc(OC(Cn2ccnc2[N+](=O)[O-])Cn2ccnc2[N+](=O)[O-])cc1)C(=O)O (centres undefined)	103	110	116	97	114	95	111	111	94
CCN1CC(=O)N(C)C1=S	93	104	100	101	106	97	nt	97	102
COC1C(OC(N)=O)C(O)C(Oc2ccc3c(O)c(NC(=O)c4ccc(O)c(CC=C(C)C)c4)c(=O)oc3c2C)OC1(C)C (centres undefined)	77&29	93&104	101&110	93&101	105&106	94&91	97&107	110&105	97&98
COc1ccc(Cc2sc(NC(C)=O)nc2OC(C)=O)cc1	97	103	100	107	106	82	88	91	98
Cc1[nH]c2ccccc2c1CCNC(=O)c1ccccc1F	99	99	114	102	104	102	109	103	106
OCCCc1ccccc1Cl	91	111	114	101	112	96	120	114	109
N#Cc1ccc(NC(=O)CSc2ccc(-c3ccccc3)nn2)cc1	67	99	82	83	87	82	101	113	80
ClC/C=C/c1ccccc1	95	103	98	108	110	122	104	115	106
COc1ccc2c(c1)C(=O)/C(=C/c1c(C)n(C)n(-c3ccccc3)c1=O)CO2	61	110	98	101	109	95	110	97	99
NC(=O)c1cc(N)nc(N)n1	102	113	105	101	117	90	110	115	107
O=C1/C(=C\c2ccc([N+](=O)[O-])cc2)CS(=O)(=O)C/C1=C/c1ccc([N+](=O)[O-])cc1	-90*	-72*	-89*	-96*	-78*	-82*	nt	-58*	-64*
Nc1nc2c(N=Nc3ccc(Cl)cc3)c(N)nn2cc1-c1nc2ccccc2s1	79	100	99	92	107	97	100	102	98
CCCCCCCCCCCCCCCCCCCC(=O)NCCc1c[nH]c2ccc(OC(=O)CCCC(=O)OCCOOCCOOCCOOCCOOCCOOCCOOCCOOCCOOCCOOCCOOCCOOCCOC)cc12	110	83	36	69	40	22	88	63	-33*
NCCCn1c2c(c3cc(-c4ccn[nH]4)ccc3c1=O)C(=O)c1ccccc1-2	42	25	39	55	34	50	61	9.3*	75
O=C(CCNc1ccc2c(c1)C(=O)c1ccccc1C2=O)Nc1ccc2c(c1)C(=O)c1ccccc1C2=O	87	94	88	96	106	92	92	94	93
Cc1cc2nc(-c3ccccc3O)[nH]c2cc1C	97	102	98	100	95	85	91	103	102
CC(C)CC(=O)c1ccco1	89	103	104	88	102	93	103	104	95
CCOC(=O)Cn1c(-c2ccc(S(C)(=O)=O)cc2)nc2ccccc21	95	98	98	104	100	102	103	102	111
CCCCC/C(=N\O)C(C)=O	91	99	97	100	103	95	110	105	99
COc1cc(C(=O)N2CCN(c3ccccc3OC)CC2)c(NC(=O)c2cnccn2)cc1OCc1ccccc1	102	101	91	86	104	71	87	106	89
CC1=NN(c2nc(SCC(=O)Nc3nc4ccc(C)cc4s3)nc(-c3ccccc3)c2C#N)C(=O)C1	75	102	101	97	113	97	104	104	90
Cc1ccc(NC(=S)n2c(=O)cc(C)c3ccc(O)cc32)c(C)c1	92	97	100	101	106	96	98	110	98
O=C1CCC2c3[nH]c4ccccc4c3CCN12 (centres undefined)	93	121	117	100	117	104	101	109	109
CCN(CC)CC(c1ccccc1)C(O)(c1ccccc1)c1ccccc1 (centres undefined)	93	104	115	107	108	nt	99	108	116
Nc1ccc(Cl)cc1[N+](=O)[O-]	nt	96	107	106	105	94	99	92	101
COc1ccc(/C=C2\NC(=O)NC2=O)cc1O	105	109	102	102	116	101	107	107	106
COc1cc(C2c3cc(O)c(OC)cc3CC(C(=O)O)C2CO)ccc1O (centres undefined)	96	113	105	102	127	92	117	122	105
CC(=O)Nc1ccc(OC(C)=O)cc1N	133	nt	107	98	113	100	104	100	96
CCOC(=O)c1cnnn1-c1cc(=O)[nH]c2ccc(OC)cc12	90	99	104	96	108	97	106	105	97
Cc1ccc(-c2[nH]c(=S)[nH]c(=O)c2C#N)o1	96	107	102	108	104	127	106	97	96
CC(=O)c1nn(-c2ccc(Cl)cc2)/c(=N\N=C\c2coc3ccccc3c2=O)s1	82	94	103	101	106	94	107	109	92

Another view of some results above.
Molecule: COc1cc(C2c3cc(O)c(OC)cc3CC(C(=O)O)C2CO)ccc1O (centres undefined)
  SNB-75: 96
  SW-620: 113
  KM12: 105
  SNB-19: 102
  DU-145: 127
  PC-3: 92
  HCC-2998: 117
  HT29: 122
  SF-539: 105

Molecule: CC(=O)Nc1ccc(OC(C)=O)cc1N
  SNB-75: 133
  SW-620: nt
  KM12: 107
  SNB-19: 98
  DU-145: 113
  PC-3: 100
  HCC-2998: 104
  HT29: 100
  SF-539: 96

Molecule: CCOC(=O)c1cnnn1-c1cc(=O)[nH]c2ccc(OC)cc12
  SNB-75: 90
  SW-620: 99
  KM12: 104
  SNB-19: 96
  DU-145: 108
  PC-3: 97
  HCC-2998: 106
  HT29: 105
  SF-539: 97

Molecule: Cc1ccc(-c2[nH]c(=S)[nH]c(=O)c2C#N)o1
  SNB-75: 96
  SW-620: 107
  KM12: 102
  SNB-19: 108
  DU-145: 104
  PC-3: 127
  HCC-2998: 106
  HT29: 97
  SF-539: 96

Carrying on.
SMILES	SNB-75	SW-620	KM12	SNB-19	DU-145	PC-3	HCC-2998	HT29	SF-539
Nc1ccc(C(=O)Nc2ccc(Nc3ccncc3)cc2)c([N+](=O)[O-])c1	90	110	105	101	112	99	111	104	106
CC(C)(C)c1ccc(S(=O)(=O)c2ccc(C(C)(C)C)cc2)cc1	91	108	111	96	110	82	106	77	109
O=CC(=O)c1ccc2ccccc2c1	96	96	101	104	105	87	103	105	100
COc1ccc(/C=N\NC(=O)c2ccc3nc(-c4ccc([N+](=O)[O-])cc4)[nH]c3c2)cc1	89	98	94	105	111	93	105	107	96
CC(=O)NNC(=S)N/C=C(\C#N)C(=O)c1ccc2ccccc2c1	69	101	102	95	106	83	108	102	97
COc1ccc(/C=C2/C=C(c3ccccc3)OC2=O)cc1OC	91	97	104	93	112	95	102	110	90
O=C(O)Cc1ccc(O)cc1	95&84	106&98	107&103	106&109	109&113	101&98	98&104	98&102	100&114
CCn1cc(C(=O)N[C@H]2C(OC(C)=O)[C@@H](OC(C)=O)C(COC(C)=O)O[C@H]2OC(C)=O)c(=O)c2ccc(C)nc21 (some centres undefined)	99	104	105	107	108	104	103	111	104
C=CCn1c(-c2nc3ccc(C(=C(C#N)C#N)c4ccccc4)cc3[nH]2)cc2cc(-c3ccccc3OC)ccc21	104	102	99	100	107	87	110	116	95
Cc1ccc(S(=O)(=O)Oc2ccc(NC(=O)C3CCCCC3)cc2)cc1	91	87	69	87	89	71	110	13	70
COc1cc2c(cc1OC)C(O)=CC(=O)C2=O	104	97	109	94	116	92	104	112	110
COc1cc2cc(Oc3ccc(NC(=O)Nc4cc(C(F)(F)F)cc(C(F)(F)F)c4)cc3)c(C)nc2cc1OCCN1CCOCC1	36	20	13	24	25	10	39	11	38
Oc1cccc(-c2nc3cc4nc5ccccc5[nH]c4cc3n2)c1	88	101	75	101	93	84	102	81	79
NC(=O)c1sc2nc(-c3cnccn3)cc(-c3cccs3)c2c1N	nt	118	98	102	106	97	110	101	92
CCCCCCCCCCCCCCCCNC(=S)N/N=C/c1ccccc1OCC	98	102	102	96	106	91	106	95	102
COc1ccc(-c2nc(SCC(C)C)nc(N3CCOCC3)c2C#N)cc1	99	99	97	94	96	80	114	85	101
O=C(Nc1ccc2ncnc(Nc3nnc(-c4ccncc4)s3)c2c1)c1ccccc1	97	104	66	99	81	76	98	64	94
Cc1ccc(S(=O)(=O)N(CCC(=O)O)CCC(=O)O)cc1	92	104	102	96	114	87	103	95	119
CN(C)c1ncnc2c1ncn2C1CCCO1 (centres undefined)	91	101	104	99	98	103	nt	111	98
ClC(c1ccccc1)C(Cl)c1ccccc1 (centres undefined)	nt	105	110	102	118	94	106	98	106
COc1ccc(C(=O)C[n+]2ccncc2)cc1	94	102	101	105	110	92	104	96	99
O=c1oc2ccccc2cc1C1=NN=C(SCc2ccccc2)SC1	86	106	100	103	100	94	109	105	96
Cc1ccc(-c2csc3nc(C)c(CCN4CCOCC4)c(=O)n23)cc1	74	108	105	104	115	79	99	113	102
COc1ccc(Cn2c(SC)nc(=O)n(Cc3ccc(OC)cc3)c2=O)cc1	67	99	94	98	105	86	103	108	96
CCN(CC)CCC(O)c1cnc(-c2ccccc2)nc1C (centres undefined)	99	106	102	94	109	88	103	96	108
